# RECQ1 inh: qHTS Assay for Inhibitors of RecQ-Like Dna Helicase 1 (RECQ1); Potency, µM (series often up to 57.3 µM), for the others: at the highest dose activity, negative = inhibition, most hits filed as inhibitors; RECQ1 DNA unwinding, red fluorescence kinetic read; 240,000 compounds, 0.54% hits; ATP-dependent DNA helicase Q1 (Homo sapiens), P46063;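 further: plate controls were vehicle for no effect and no enzyme for full effect; nearly all actives have a fitted effect of over 30% in size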
# Target sequence (P46063 whole entry, looked up): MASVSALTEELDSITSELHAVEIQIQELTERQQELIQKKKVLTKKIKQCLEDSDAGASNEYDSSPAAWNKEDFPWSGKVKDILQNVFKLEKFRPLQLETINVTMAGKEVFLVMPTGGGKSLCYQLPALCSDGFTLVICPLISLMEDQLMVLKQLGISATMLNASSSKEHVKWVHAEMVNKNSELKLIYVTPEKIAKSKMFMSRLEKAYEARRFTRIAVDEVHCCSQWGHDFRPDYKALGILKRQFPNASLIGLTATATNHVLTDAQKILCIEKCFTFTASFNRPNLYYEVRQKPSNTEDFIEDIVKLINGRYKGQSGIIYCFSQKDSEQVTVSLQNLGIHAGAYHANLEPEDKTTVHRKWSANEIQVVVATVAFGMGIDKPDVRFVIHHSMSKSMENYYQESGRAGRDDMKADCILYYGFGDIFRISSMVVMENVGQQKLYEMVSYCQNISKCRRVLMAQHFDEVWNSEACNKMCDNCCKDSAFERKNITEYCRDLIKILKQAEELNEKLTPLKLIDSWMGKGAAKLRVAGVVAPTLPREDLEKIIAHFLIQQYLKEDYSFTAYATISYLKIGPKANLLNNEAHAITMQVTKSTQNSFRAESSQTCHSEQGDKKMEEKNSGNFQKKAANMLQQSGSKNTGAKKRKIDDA
#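 50 nM RECQ1T1 preincubated 15 min with compound in Tris pH 8.0 buffer with MgCl2, DTT, Tween-20 and 2.5 ug/ml poly(dI-dC); started with 200 nM TAMRA/BHQ-2 forked duplex and 2 mM ATP. Unwinding read as fluorescence (525/598 nm), two reads 2 h apart.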
# GAA inh: qHTS Assay for Inhibitors of Human alpha-Glucosidase as a Potential Chaperone Treatment of Pompe Disease | Potency, µM (titrated, usually from 76.9 µM), for the others: at the top dose activity change, negative = inhibition, most hits filed as inhibitors | Lysosomal alpha-glucosidase (Homo sapiens), P10253 | AID 1466, 2008 | purified human GAA, 4-MU-alpha-glucoside fluorescence | 200,000 compounds, 0.005% hits;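 further: plate controls were uninhibited enzyme wells for no effect and no-enzyme background for full effect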
#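 Human alpha-glucosidase, 4 nM, pre-mixed with test compounds before 400 uM 4-methylumbelliferyl substrate; 20 min room temperature at pH 5.0. Fluorescence read after pH 10 stop; AC50 values from Hill-equation fits.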
# TRb-SRC2 inh: qHTS for Inhibitors of the Interaction of Thyroid Hormone Receptor and Steroid Receptor Coregulator 2; Thyroid hormone receptor beta (Homo sapiens), P10828; TRbeta-SRC2 peptide binding, fluorescence polarization; receptor liganded with 1 µM T3; Potency, µM (doses to about 106 µM), inactives show at the top dose activity change, negative = inhibition, most hits filed as inhibitors; 280,000 compounds, 0.065% hits; AID 1469, 2008;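 further: plate controls were bound peptide for no effect and peptide without receptor for full effect; nearly all actives have a fitted effect of over 50% in size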
# Target sequence (P10828 whole entry, looked up): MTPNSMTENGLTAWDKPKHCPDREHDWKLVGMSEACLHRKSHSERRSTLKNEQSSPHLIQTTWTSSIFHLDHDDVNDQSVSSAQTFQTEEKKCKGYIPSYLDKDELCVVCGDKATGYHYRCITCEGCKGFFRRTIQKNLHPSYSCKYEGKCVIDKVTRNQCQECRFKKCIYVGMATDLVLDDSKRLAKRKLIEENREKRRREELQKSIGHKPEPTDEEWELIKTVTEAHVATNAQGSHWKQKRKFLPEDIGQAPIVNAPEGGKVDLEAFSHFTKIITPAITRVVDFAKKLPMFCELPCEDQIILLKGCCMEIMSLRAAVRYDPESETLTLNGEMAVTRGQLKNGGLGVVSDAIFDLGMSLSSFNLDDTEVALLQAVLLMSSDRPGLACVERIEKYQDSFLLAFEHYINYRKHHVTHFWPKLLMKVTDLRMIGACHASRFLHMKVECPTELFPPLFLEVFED
#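 Decrease in fluorescence polarization of 20 nM Texas Red SRC2 coactivator peptide flagged inhibition of its binding to 0.6 uM TRb LBD; 1 uM T3 included, incubation 5 hr, ex 555/em 632 nm.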
# L3MBTL1 inh: qHTS Assay for the Inhibitors of L3MBTL1 | AlphaScreen L3MBTL1–H3K9me1 peptide binding | AID 485360, 2010 | Potency, µM (highest dose often 57.1 µM), inactives show at the highest dose activity, negative = inhibition, actives largely listed as inhibitors | 230,000 compounds, 0.66% hits | Lethal(3)malignant brain tumor-like protein 1 (Homo sapiens), Q9Y468; further: nearly all actives have a fitted effect of over 60% in size
#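 AlphaScreen proximity signal between nickel-chelate acceptor and streptavidin donor beads (final 10 ug/mL) reports binding of 50 nM L3MBTL1 to 75 nM biotin-H3 K9me1 peptide; complex incubated with compounds 30 min at room temperature; cefsulodin titration as control.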
# RGS12 GoLoco inh: qHTS Assay for Inhibitors of RGS12 GoLoco Motif Activity (Red Fluorophore); Gai1:RGS12 GoLoco peptide FP, rhodamine, 10 min; Guanine nucleotide-binding protein G(i) subunit alpha-1 (Homo sapiens), P63096; 230,000 compounds, 0.44% hits; AID 880, 2007; Potency, µM (doses to about 61.6 µM), for inactives: at the top dose activity, negative = inhibition, most hits filed as inhibitors; active means well fitted inhibition curve with a large enough effect, not every such curve was filed as active; inactive means no such curve, though single readings can be large or run the other way; further: nearly all actives have a fitted effect of over 30% in size; many of its hits are not listed in these tables
# TexasRed fluor: Total Fluorescence Counterscreen for Inhibitors of the Interaction of Thyroid Hormone Receptor and Steroid Receptor Coregulator 2. TRb/SRC2 Texas Red total fluorescence interference. Potency, µM (highest dose often 106 µM), for the others: at the highest dose fluorescence change, negative = quenching. 280,000 compounds, 0.29% hits. AID 1479, 2009; active means well fitted curve in either direction with a large enough effect; inconclusive means small, poorly fitted or top-dose-only effect
#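 Flags fluorescent or light-absorbing compounds by total fluorescence, S + 2P, at 555 nm excitation and 632 nm emission. Mixture: 20 nM Texas Red SRC2 peptide, 0.6 uM human TRb LBD, 1 uM T3, 5% DMSO; compound exposure 5 h at ambient temperature.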
# GAA spleen mod: qHTS Assay for Inhibitors and Activators of Human alpha-Glucosidase From Spleen Homogenate. 240,000 compounds, 0.006% hits. Lysosomal alpha-glucosidase (Homo sapiens), P10253. human spleen homogenate, 4-MU-alpha-glucoside fluorescence. Potency, µM (top dose mostly 79.9 µM), for inactives: at the highest dose activity change, negative = inhibition, hits mostly inhibitors;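 further: 0% = enzyme with vehicle and -100% = no enzyme basal signal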
#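 Human spleen homogenate (1 ug) incubated with compounds and 1 mM 4-methylumbelliferyl-alpha-D-glucopyranoside in pH 5.0 citrate/phosphate buffer, 37 C, 40 min. Stopped at pH 10; 4-MU fluorescence (Ex 365/Em 440 nm); AC50 by Hill fit.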
# GAA glycogen mod: qHTS Assay for Inhibitors and Activators of Human alpha-Glucosidase Cleavage of Glycogen | Lysosomal alpha-glucosidase (Homo sapiens), P10253 | recombinant GAA, glycogen substrate, Amplex Red glucose oxidase fluorescence | Potency, µM (titrated, usually from 76.4 µM), without a hit: at the highest dose activity change, negative = inhibition, actives largely listed as inhibitors | 300,000 compounds, 0.38% hits;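 further: 0% = full enzyme reaction and -100% = no-enzyme basal signal; the screen sought inhibitors and activators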
#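 Recombinant enzyme (4 nM final) with compounds titrated up to 77 uM and bovine liver glycogen (30 ug) in citrate pH 5.0, 0.01% Tween-20, 37 C 40 min. Released glucose detected by Amplex Red/glucose oxidase (Ex 573/Em 610); AC50 from Hill fits.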
# Numbers without * were called inactive; i = inactive; ? = inconclusive; · = no result given; [ ] = remark or other dose. Unless noted, the call rests on the fitted dose curve; in most records, active means well fitted curve in the direction sought with a large enough effect; inconclusive means small, poorly fitted or top-dose-only effect, or another doubt; inactive means no such curve, though single readings can be large; an effect the other way counts as inactive or inconclusive. Unless noted, on the % scale 0 is the no-effect control and ±100 the full control effect; potency means the concentration at half of the fitted maximal effect. These rows are one share of the data. The share of hits here may be higher or lower than overall.
SMILES,RECQ1 inh,GAA inh,TRb-SRC2 inh,L3MBTL1 inh,RGS12 GoLoco inh,TexasRed fluor,GAA spleen mod,GAA glycogen mod
CCn1c(COc2ccc3c(c2)OCO3)nnc1SCC(=O)c1ccc(Cl)cc1,i,-2%,2%,·,2%,-1%,3%,-2%
C=CCc1cccc(C2NC(C(=O)O)CCC2C)c1 (stereo not drawn),i[11.5 µM],·,3%[11.2 µM],·,·,?,-12%[17.4 µM],·
O=C(c1cccc(S(=O)(=O)N2CCOCC2)c1)N1CCN(S(=O)(=O)c2cccs2)CC1,5%,-7%,-9%,-4%,2%,-7%,-9%,0%
O=P1(O)Oc2c(c(-c3ccccc3)cc3ccc4ccccc4c23)-c2c(-c3ccccc3)cc3ccc4ccccc4c3c2O1,i,·,4%,·,11%,0%,4%,·
COc1ccc(C(=O)Nn2c(SCc3cccc([N+](=O)[O-])c3)nc3ccccc3c2=O)cc1,-7%,-22%,-5%,-11%,-2%,2%,-6%,-7%
COCCN=C1Sc2nc3cc(C)c(C)cc3cc2CN1Cc1cccs1,i,·,0%,·,13%,0%,-1%,2%
CCOC(=O)CN(c1ccccc1)S(=O)(=O)c1ccc(F)cc1,i,-11%,-6%,-2%,-2%,0%,8%,0%
COc1ccc(Cl)cc1N(CC(=O)N1CCC(C)CC1)S(C)(=O)=O,-7%,-12%,-3%,10%,0%,1%,-6%,-4%
CCN(CC)CCn1c(NCc2ccco2)nc2ccccc21,i,-1%,-3%,3%,-1%,-2%,1%,3%
CCN(CC)C(=O)CSc1nnc(-c2cccnc2)n1Cc1ccccc1,-15%,-2%,-2%,·,-4%,-1%,-11%,12%
CCC(=O)N1CC2(CC(c3cccc(NC(=O)COc4ccc(Cl)cc4)c3)=NO2)C[C@@H]1C(N)=O (stereo partly drawn),i,·,-9%,·,-3%,-1%,3%,6%
Clc1ccc(CSc2ccc(-c3ccco3)nn2)cc1,-5%,-3%,4%,·,0%,-3%,8%,-5%
O=C1CCC(CCC(=O)N2CCCC(C(=O)c3ccc4c5c(cccc35)CC4)C2)=NN1 (stereo not drawn),i,·,-2%,-1%,9%,-1%,5%,10%
Cc1c(C(=O)NCc2ccccc2)oc2c1C(=O)CCC2,-4%,6%,-10%,-4%,3%,-1%,-15%,0%
CCN1C(=O)N[C@@H](c2ccco2)C(C(C)=O)=C1C,i[11.5 µM],·,-2%[11.2 µM],·,-3%[14.2 µM],0%[11.2 µM],3%[17.4 µM],·
CCn1c(=O)cc(SCC(=O)Nc2ccc(Cl)cc2)c2ccccc21,1%,-2%,-18%,6%,-1%,-2%,5%,-14%
CCOC(=O)C1CCCN(C(=S)Nc2ccc(OC)cc2)C1 (stereo not drawn),-2%,10%,-2%,15%,6%,0%,2%,?
Cn1c(-c2ccccc2)c(C=O)c2ccccc21,-10%,-8%,-5%,17%,-19%,-1%,-4%,-3%
O=C(NC1CCCCC1)N1CCC(c2nc3ccc(Cl)cc3[nH]2)CC1,i,-10%,-14%,37%[activator],·,-1%,-1%,-13%
O=C(NC(=S)N1CCN(c2ccccn2)CC1)c1ccco1,0%,6%,2%,-3%,-1%,0%,-2%,-9%

# Just RGS12 GoLoco inh, GAA glycogen mod and GAA inh, for 3 of the compounds above:
Molecule	RGS12 GoLoco inh	GAA glycogen mod	GAA inh
CCn1c(COc2ccc3c(c2)OCO3)nnc1SCC(=O)c1ccc(Cl)cc1	2%	-2%	-2%
COCCN=C1Sc2nc3cc(C)c(C)cc3cc2CN1Cc1cccs1	13%	2%	·
O=C1CCC(CCC(=O)N2CCCC(C(=O)c3ccc4c5c(cccc35)CC4)C2)=NN1 (stereo not drawn)	9%	10%	·

# Going on with the list:
SMILES,RECQ1 inh,GAA inh,TRb-SRC2 inh,L3MBTL1 inh,RGS12 GoLoco inh,TexasRed fluor,GAA spleen mod,GAA glycogen mod
N=C1C(=O)OCC1c1ccccc1NC(=O)CN1CCCCC1 (stereo not drawn),-4%,3%,-9%,-6%,6%,1%,-5%,-4%
O=C(Oc1ccc([N+](=O)[O-])cc1)c1cncc(Br)c1,5%,?,-5%,9%,6%,-6%,-21%,-2%
CN(CC(=O)OCC(=O)Nc1ccccc1)S(=O)(=O)c1ccc(Cl)cc1,-7%,-2%,4%,·,3%,-1%,0%,-5%
CCOc1ccccc1CN1CCN(C/C=C/c2ccc(OC)cc2)CC1CCO (stereo not drawn),i,·,-8%,-11%,-1%,3%,-3%,7%
COc1cccc(CNc2ccc(F)c(Cl)c2)c1,-11%,-6%,-4%,·,2%,-5%,-3%,-7%
CCOC(=O)c1ccc(CSc2nncn2N)o1,-4%,3%,-14%,·,0%,1%,-11%,0%
C=C(C)COc1ccc2c3c(c(=O)oc2c1OCC(=C)C)CCC3,1%,-6%,-8%,4%,5%,-1%,-2%,-3%
COc1ccc(CCN2C(=O)CC(NCc3ccc4c(c3)OCO4)C2=O)cc1OC (stereo not drawn),-8%,?,-9%,2%,6%,-1%,2%,-1%
COc1cccc(CNC(=O)CCSCc2ccccc2F)c1,4%,0%,-3%,·,8%,-5%,14%,1%
CCCCc1cc(=O)oc2cc(O)cc(O)c12,-4%,?,-4%,-5%,2%,-9%,-1%,-21%
C=CCn1c(=N)n(CC(=O)OCC)c2ccccc21,i,3%,1%,5%,0%,3%,3%,6%
COc1cc(C(=O)N[C@H](C(=O)NC(C)C23CC4CC(CC(C4)C2)C3)C(C)C)cc(OC)c1OC (stereo partly drawn),i,-7%,-12%,·,-2%,1%,4%,8%
CC(C)Oc1ccc(CCC(=O)NNC(=S)Nc2ccccc2)cc1,0%,·,1%,-10%,9%,-2%,3%,?
CCN1CCN(CC2CC3C=CC2C3)CC1 (stereo not drawn),-5%,-12%,-9%,-5%,4%,-1%,4%,-2%
CCC(=O)Nc1sc2c(c1C(N)=O)CCC2,i,3%,-11%,-9%,-3%,-4%,-2%,2%
COc1ccc(C2=NOC(C(=O)NCc3ccccn3)C2)cc1 (stereo not drawn),-2%,0%,-1%,·,6%,0%,-7%,3%
NS(=O)(=O)c1ccc(NC(=S)N2CCN(c3cccc(Cl)c3)CC2)cc1,i,1%,-2%,-4%,-1%,-5%,-3%,-11%
COc1ccccc1C(=O)N1CCNC(=O)C1CC(=O)Nc1cccc(C)c1 (stereo not drawn),i,-7%,-6%,·,2%,1%,6%,1%
Cc1ccc(/C([O-])=C(/C(=S)NCc2ccccc2)[n+]2cccc(CO)c2)cc1[N+](=O)[O-],i,-14%,1%,-13%,32%[activator],1%,-4%,5%
C(=N\N1CCN(Cc2cccc3ccccc23)CC1)/c1cccs1,0%,·,2%,-4%,0%,0%,0%,-13%
CCSc1nc2c(c(=O)[nH]c(=O)n2C)n1CC(O)COc1ccccc1 (stereo not drawn),-12%,8%,-8%,0%,6%,-3%,-12%,3%
Cc1ccc(OCCn2c(CCNC(=O)C(C)C)nc3ccccc32)cc1,-18%,3%,3%,-1%,-1%,1%,-9%,1%
CCOc1ccc(-c2cc(C(=O)N3CCN(c4ccccn4)CC3)c3ccccc3n2)cc1,-9%,-3%,-8%,2%,4%,3%,3%,-27%
CN1CC(c2ccccc2)C2(SC(=S)N(Cc3ccco3)C2=O)C12C(=O)Nc1ccccc12 (stereo not drawn),-11%,-6%,-4%,·,-29%,0%,-9%,-15%
Cc1ccc(-c2nnc(N3CCN(c4ccccn4)CC3)c3ccccc23)cc1,-1%,-7%,2%,-9%,8%,1%,2%,-8%
CCc1ccc(C2C(C(C)=O)=C(C(=O)OC)Nc3nnnn32)cc1 (stereo not drawn),-8%,-1%,-1%,10%,2%,-5%,-22%,-3%
S=C(NCCCN1CCOCC1)Nc1ccc(-c2nc3ccccc3[nH]2)cc1,-1%,6%,-2%,0%,10%,1%,1%,-5%
CCn1nc(NC(=O)c2ccco2)c2cc3ccc(C)cc3nc21,3%,3%,6%,34%[activator],5%,-1%,-8%,4%
C/C=N/NC(=O)CCNC(=O)c1ccccc1,-3%,4%,0%,16%,-2%,-7%,2%,0%
C/C=C/C(=O)OCC(=O)Nc1ccc(SC(F)F)cc1,-3%,-1%,-7%,-3%,4%,-2%,-21%,-2%
COc1ccc(NS(=O)(=O)c2c(C)n(C)c(=O)n(C)c2=O)cc1OC,-5%,-9%[15.4 µM],4%,-2%,8%,0%,6%,-4%
O=C(NCCN1CCN(c2ccccc2)CC1)c1ccc2c(c1)[nH]c(=S)n1c3ccccc3nc21,-5%,-6%,-3%,·,1%,-2%,3%,-4%
CCNc1nc(SCc2ccccc2)nc(N2CCOCC2)n1,-7%,-1%,-1%,·,-5%,-2%,-5%,-5%
Cc1cnnc2c1-c1no[n+]([O-])c1CC2,i,5%,5%,·,1%,-1%,-1%,-8%
COc1ccc(/C=N\NC(=O)c2nn(C)cc2Cl)cc1CN1CCOCC1,3%,5%,-6%,-13%,-1%,-5%,3%,-3%
O=C(CSc1c2c(nc3cc(Cl)ccc13)CCCC2)NCc1ccco1,i,-4%,-1%,·,9%,-4%,-5%,-6%
